Screening results as filed in PubChem.
A350 fluor: A350 region autofluorescence; 59,000 tested, 11% active; Compound autofluorescence, 340/450 nm, Alexa 350 dye-equivalents; active compounds read high; AID 590; max dye-equivalent concentration, M; in the data active means max dye-equivalent concentration above about 10 nM; inconclusive means mostly about 1.1 nM to 9.6 nM
Fluorescein autfl: compound autofluorescence in fluorescein spectral region; Compound autofluorescence, 480/540 nm, fluorescein-equivalent; active compounds read high; max fluorescein-equivalent concentration, M; 59,000 tested, 0.91% active; in the data active means max fluorescein-equivalent concentration above about 10 nM; inconclusive means between about 1.1 nM and that limit
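Compounds (23 nL) in 100 mM Tris pH 8.0, 15 min at room temperature, then fluorescence read at 480 nm excitation/540 nm emission. Signal converted to fluorescein-equivalent concentration from an on-plate fluorescein standard curve.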
Luciferase inh: firefly luciferase inhibition. P08659. purified firefly luciferase, luminescence, 8 min. Potency, µM (doses to about 57.1 µM), for the others: at the top dose activity change, negative = inhibition, actives largely listed as inhibitors. 72,000 tested, 2.2% active. AID 411; further: potency means the concentration at half of the fitted maximal effect; on the % scale 0 is the no-effect control and ±100 the full control effect; nearly all actives have a fitted effect of over 40% in size
Target sequence (P08659 whole entry, looked up): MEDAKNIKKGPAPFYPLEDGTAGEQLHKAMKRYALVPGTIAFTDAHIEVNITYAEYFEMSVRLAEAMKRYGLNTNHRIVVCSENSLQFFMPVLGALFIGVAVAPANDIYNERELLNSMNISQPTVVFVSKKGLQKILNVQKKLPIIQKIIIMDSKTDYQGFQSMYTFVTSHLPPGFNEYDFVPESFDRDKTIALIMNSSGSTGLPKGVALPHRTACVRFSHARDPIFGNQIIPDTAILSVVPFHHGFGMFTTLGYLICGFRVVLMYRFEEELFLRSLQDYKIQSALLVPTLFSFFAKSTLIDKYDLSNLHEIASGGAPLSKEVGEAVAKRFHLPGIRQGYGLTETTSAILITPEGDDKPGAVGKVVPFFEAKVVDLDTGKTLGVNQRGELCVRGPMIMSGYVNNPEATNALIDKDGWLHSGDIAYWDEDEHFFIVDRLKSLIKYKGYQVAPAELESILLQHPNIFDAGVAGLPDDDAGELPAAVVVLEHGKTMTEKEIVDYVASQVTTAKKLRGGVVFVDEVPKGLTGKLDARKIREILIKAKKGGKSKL
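Titration-based qHTS; buffer 50 mM imidazole pH 7.2, 50 mM KCl, 7 mM MgCl2, 10 uM ATP, 0.01% Tween 20, 0.05% BSA; luciferase/luciferin detector mix added after compound; 8 min, ambient; luminescence.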
Hsp90 Hop PPI: changes Hsp90-Hop TPR2A binding signal, up or down. AID 595. AlphaScreen TPR2A-His6 binding biotin-Hsp90 C-terminal peptide. Potency, µM (doses to about 57 µM), for inactives: at the top dose activity change, negative = inhibition. 71,000 tested, 0.44% active; active means well fitted curve in either direction with a large enough effect; inconclusive means small, poorly fitted or top-dose-only effect, or another doubt; further: potency means the concentration at half of the fitted maximal effect; on the % scale 0 is the no-effect control and ±100 the full control effect; many of its hits are not listed in these tables
HBB splice mod: alters splicing of the hemoglobin beta chain; Potency, µM (highest dose often 46.1 µM), inactives show at the highest dose activation, usual class: activators; HBB splicing reporter cell assay, activation; EGFP reporter with mutant IVS2-654 intron; response scale: normalised to 500 nM splice-correcting PNA; 65,000 tested, 0.06% active; further: potency means the concentration at half of the fitted maximal effect; 0% is about no effect
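HeLa cells stably expressing EGFP interrupted by mutant beta-globin intron 2 (IVS2-654), 500/well in 2% FCS. Treated with compound for 2 days at 37C. Splicing correction scored as total well GFP intensity (488 nm excitation, 500-520 nm emission); 500 nM antisense PNA served as control.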
CRE Fsk mod: modulators of forskolin-stimulated CRE signaling in CHO cells; CHO CRE-bla reporter (cAMP response element driving beta-lactamase), forskolin EC10, beta-lactamase ratio; Potency, µM (series often up to 38.2 µM), for the others: top-dose activity change, negative = inhibition, actives largely listed as activators; 71,000 tested, 2.5% active; AID 662; active means well fitted activation curve with a large enough effect in the signal ratio, with a control signal flat, not every such curve was filed as active; inconclusive means small, poorly fitted or top-dose-only effect, or effect the other way, or a change in a side signal; the % refers to the signal ratio; further: potency means the concentration at half of the fitted maximal effect; % of control where 0% means no effect
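AC50 values, positive or negative, reflect shifts in EC10 NKH 477-induced CRE-bla reporter activity in CHO cells. Incubation lasted 3 h at 37 °C before CCF4 substrate (2 h, room temperature) and ratiometric 460/530 nm reading.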
4MU fluor: compounds fluorescent in 4-MU spectral region; 59,000 tested, 11% active; max dye-equivalent concentration, M; compound autofluorescence, 340/450 nm, 4-MU equivalents; active compounds read high; in the data active means max dye-equivalent concentration above about 10 nM; inconclusive means mostly about 1.1 nM to 9.6 nM
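Compounds in 100 mM Tris, pH 8.0, sat 15 min at room temperature before fluorescence was read at 340 nm excitation/450 nm emission; a per-plate six-point 4-MU standard curve converted signals to dye-equivalent concentration at each compound concentration.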
Texas Red fluor: compounds fluorescent in Texas Red spectral region; 59,000 tested, 0.06% active; Compound fluorescence, Texas Red channel, 547/618 nm; active compounds read high; AID 587; max dye-equivalent concentration, M; in the data active means max dye-equivalent concentration above about 10 nM; inconclusive means between about 1.1 nM and that limit
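Compound fluorescence was read after 15 min at room temperature in 100 mM Tris, pH 8.0, using 547 nm excitation and 618 nm emission across a concentration series. It was expressed as Texas Red dye-equivalent concentration from an on-plate standard curve.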
GFP derepression: epigenetic modulators derepressing GFP locus in mouse cells; AID 597; Potency, µM (doses to about 46.1 µM), without a hit: at the top dose GFP derepression (activation); 68,000 tested, 0.09% active; mouse C127i GFP locus derepression, cytometry, 30 h; further: % of control where 0% means no effect
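Murine C127i mammary cells carrying a silenced, stably integrated CMV-driven GFP reporter were treated with compound for 30 hours at 37 C. After PBS washes, GFP-positive cells were counted by laser-scanning microplate cytometry.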
UbGFP stabilizer: ubiquitin-GFP accumulation via proteasome inhibition | Ubiquitin-GFP reporter cells, proteasome inhibition, GFP fluorescence; response scale: untreated = 0%, 10 µM MG-132 = 100% | Potency, µM (highest dose often 45.9 µM), inactives show at the highest dose activation (GFP accumulation), actives largely listed as activators | 67,000 tested, under 10 active | AID 526; active means well fitted activation curve with a large enough effect, not every such curve was filed as active; inconclusive means small, poorly fitted or top-dose-only effect, or another doubt; inactive means no such curve, though single readings can be large or run the other way; further: potency means the concentration at half of the fitted maximal effect
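Reporter cells (U2OS, ubiquitin-G76V-GFP fusion) are plated overnight, then treated 4 hr at 37 °C with compound titrations from 46 uM down to 2.9 nM. Activity is scaled against untreated cells and 10 uM MG-132.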
ERK AVP block: inhibitors of vasopressin-stimulated ERK signaling pathway; HEK293-V1b, vasopressin-stimulated pERK AlphaScreen; Potency, µM (highest dose often 57.5 µM), for the others: at the top dose activity, negative = inhibition, actives largely listed as inhibitors; 72,000 tested, 0.99% active; further: potency means the concentration at half of the fitted maximal effect; on the % scale 0 is the no-effect control and ±100 the full control effect; nearly all actives have a fitted effect of over 55% in size
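Overnight-seeded V1b-HEK293 cells in 1% FBS got compound, then vasopressin (25 nM final, 5 min, 37C), then lysis buffer. AlphaScreen detection of phospho-ERK; activity normalized to basal and full-stimulation controls.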
Active calls of the source: *; i = inactive; ? = inconclusive; · = not tested or not shown; [ ] = remark or other dose. Unless noted, the call rests on the fitted dose curve; in most records, active means well fitted curve in the direction sought with a large enough effect; inconclusive means small, poorly fitted or top-dose-only effect, or another doubt; inactive means no such curve, though single readings can be large; an effect the other way counts as inactive or inconclusive. Only part of the results is shown (hit frequency here may not be typical).

SMILES	A350 fluor	Fluorescein autfl	Luciferase inh	Hsp90 Hop PPI	HBB splice mod	CRE Fsk mod	4MU fluor	Texas Red fluor	GFP derepression	UbGFP stabilizer	ERK AVP block
Cc1ccc(N2CC(C(=O)NC3CCSC3=O)CC2=O)cc1 (stereo unspecified)	i	?	0.8%	-0.5%	-0.6%[57.5 µM]	-3.1%	i	i	0.0%	-3.8%	0.5%
CC(C)N(Cc1nc(-c2ccc(Cl)cc2)no1)C(=O)C12CC3CC(CC(C3)C1)C2	i	i	4.5%	-2.6%	-0.1%	?	i	?	-3.2%	-3.1%	0.1%
COc1cccc(-c2nc(CS(=O)(=O)CC(=O)Nc3cccc(C)c3C)c(C)o2)c1	·	·	2.7%	-3.5%	-1.5%	?	·	·	0.0%	-5.9%	-6.3%
CCCN1C(=O)C(O)(CC(=O)c2ccc3c(c2)OCCO3)c2ccccc21 (stereo unspecified)	i	i	-1.0%	-2.8%	1.3%	-6.1%	i	i	-1.7%	1.3%	-0.6%
CCCC(NS(=O)(=O)c1ccc(Br)cc1)C(=O)O (stereo unspecified)	·	·	2.0%	0.4%	3.1%	-0.5%	·	·	7.5%	0.0%	-3.6%
O=C(c1ccncc1)N1CCC[C@@]2(CCN(c3cccc(-c4ccccc4)c3)C2)C1	i	?	-0.2%[11.4 µM]	-14.2%	2.3%	1.4%	i	i	-2.3%[9.22 µM]	-3.7%	?
CCN(CC)C(c1ccc(F)cc1)c1nnnn1C1CCCCC1 (stereo unspecified)	?	i	-2.4%	-3.0%	-0.4%[57.5 µM]	-10.7%	?	i	1.0%	-0.3%	-13.3%
ON=C1/C(=N\O)CC2(C/C1=N/O)OCCO2	·	·	-0.4%	12.6µM*	23.1%	-7.6%	·	·	5.4%	-1.5%	-6.9%
CC(C)N(C=O)C1(C(=O)NC2CCCCC2)CCCCC1	i	?	-32.6%	-6.6%	-1.1%	6.9%	i	i	-1.2%	-0.7%	1.4%
CCNc1ncc2nc(CCc3ccccc3)c(=O)n(C[C@H]3CCCO3)c2n1	2.22e-07M*	?	0.4%[11.4 µM]	-0.5%	0.6%	?	2.15e-07M*	i	5.0%[9.22 µM]	-0.9%	-28.8%
Cc1cc(C)c2c(=O)n(CC(=O)NCCCN3CCN(c4ccccc4F)CC3)sc2n1	·	·	12.6µM*	-12.5%	0.1%	?	·	·	2.3%	-6.0%	?
CCOP(=O)(c1ccccc1)c1nc(-c2ccc(F)cc2)oc1N1CCCCC1 (stereo unspecified)	i	?	2.1%[25.5 µM]	·	·	·	i	i	15.8%[20.6 µM]	·	·
COCCCNc1nc2c(c(=O)[nH]c(=O)n2C)n1CC(O)COc1ccccc1 (stereo unspecified)	i	i	-0.5%[25.5 µM]	·	·	·	i	i	9.9%[20.6 µM]	·	·
Cc1cc(NC(=O)CSc2nnc(-c3ccc4c(c3)OCCO4)o2)no1	i	i	-9.4%	?	-2.9%	?	i	i	0.0%	-11.6%	2.7%
CC(=O)C1=C(C)Nc2ncnn2C1c1ccc(Cl)cc1 (stereo unspecified)	i	i	-0.1%	-2.0%	0.9%	-25.4%	i	i	5.4%	-2.1%	-8.7%
CCOC(=O)CNC(=O)Cn1c(C)cc2ccccc2c1=O	i	i	-1.0%	-4.2%	0.3%	-0.9%	i	i	5.8%	-3.0%	1.2%
CN(C(=O)c1ccno1)c1nnc(-c2ccccn2)s1	1.64e-08M*	i	-6.0%	?	·	0.5%	1.13e-08M*	i	-2.0%	-2.5%	-2.0%
CCOc1cccc2cc(C(=O)N3CCc4ccccc43)c(=O)oc12	i	?	1.2%	-3.5%	-2.5%	2.6%	i	2.29e-08M*	6.5%	-0.7%	-7.2%
COCCCN1C(=O)C(=O)/C(=C(/O)c2ccc(OCC(C)C)cc2)C1c1cccnc1 (stereo unspecified)	?	i	3.4%	-0.7%	11.7%[0.369 µM]	-8.5%	i	i	4.3%	-6.0%	16.6%
COc1ccc(C(=O)CSc2nc3nc(C)cc(C)n3n2)cc1OC	i	i	1.8%	-2.6%	1.2%	3.98µM*	i	i	-2.7%	-8.4%	?
COc1ccc(NC(=O)N2CCCC2)cc1OC	i	?	0.0%	-0.2%	-1.8%	2.3%	i	i	-2.0%	-2.8%	-10.1%
Cc1onc(-c2ccccc2)c1C(=O)Nc1cccc(OC(C)C)c1	?	i	0.7%	7.5%	-1.2%	-1.0%	i	i	1.6%	-3.7%	5.1%
O=C(c1cncc(Br)c1)N1CCN(c2ccc(N3CCOCC3)nn2)CC1	·	·	-1.0%	-4.7%	-1.1%	-6.1%	·	·	-2.3%	7.9%	2.3%
CCOCCOC(=O)C1=C(C)NC2=C(C(=O)CC(c3cccs3)C2)C1c1ccsc1 (stereo unspecified)	·	·	-0.3%	-0.5%	0.6%	?	·	·	1.8%	-7.1%	-16.0%
COc1ccc(C(=O)n2nc(C)cc2C)cc1OC	i	i	1.6%	0.0%	0.3%	-17.9%	i	i	0.0%	-3.7%	-7.3%
Cc1nc2c(s1)sc1ccccc12	i	i	2.0%	-0.8%	·	2.6%	i	?	1.3%	-3.9%	5.6%
CC(=O)OCCNC(=O)c1cc2ccccc2oc1=O	1.69e-08M*	?	-0.8%	-2.2%	1.5%	?	1.88e-08M*	i	5.3%	10.0%	?
CCOC(=O)N1CCN(C(=O)c2ccc3c(=O)n(CCC4=CCCCC4)c(=S)[nH]c3c2)CC1	·	·	-1.7%	-2.6%	-0.4%[9.22 µM]	?	·	·	0.0%	18.8%	-21.6%
O=C(CSc1ccccc1)Nc1ccncc1	i	i	-4.7%	-1.8%	-2.4%	-3.2%	i	?	2.2%	0.0%	-21.5%
O=C(O)CCc1ccc(-c2ccccc2)n1-c1cccc(O)c1	?	i	-1.6%	-10.4%	2.1%	-20.8%	?	i	0.0%	-1.6%	?
COCCNC(=O)CN(C(=O)CCC(=O)Nc1cc(C)on1)c1ccc(C)cc1C	i	i	1.8%	0.7%	0.1%[57.5 µM]	-2.0%	i	?	-1.0%	1.1%	7.3%
COc1cc(C(=O)Nc2ccc(-c3nc4cc(C)ccc4o3)c(O)c2)cc(OC)c1OC	4.26e-07M*	i	0.8%	-4.6%	0.5%	1.3%	5.14e-07M*	i	2.4%	5.4%	-5.9%
c1cc2c(cc1C1CCCCC1)c1c3n2CCN[C@H]3CCC1	·	·	-1.1%	-16.7%	·	?	·	·	-1.4%	-3.4%	?
c1ccc(-c2nc3nonc3nc2-c2ccccc2)cc1	i	i	2.2%	?	2.9%[1.84 µM]	?	i	?	0.5%	5.7%	12.6µM*
COc1ccc(Cl)cc1N1CC(C(=O)Nc2nccs2)CC1=O (stereo unspecified)	i	i	-1.4%	-4.2%	6.2%	-17.5%	i	i	9.7%	2.1%	-25.4%
O=C(C1CCCN(S(=O)(=O)c2cccc3cccnc23)C1)N1CCN(c2ccc(F)cc2)CC1 (stereo unspecified)	·	·	0.6%	-4.1%[2.3 µM]	1.7%	?	·	·	·	-5.7%	-1.1%
CCOC(=O)C1CCN(C(c2cc3cc(C)cc(C)c3[nH]c2=O)c2nnnn2C2CCCCC2)CC1 (stereo unspecified)	?	i	3.5%	53.1%	·	-3.1%	?	i	-1.7%	0.3%	18.6%
O=C(Nc1ccc(C(=O)N2CCOCC2)cc1)c1cccs1	i	i	-2.1%	-0.7%	·	2.7%	i	i	1.2%	1.3%	-15.5%
CCCc1nnc(SCc2ccc(OC)cc2)n1N	3.21e-08M*	i	0.8%	?	-1.4%	12.0%	3.34e-08M*	i	0.0%	0.7%	30.1%
c1ccc2c(c1)oc1c(NCCCN3CCOCC3)ncnc12	?	i	2.4%	-1.3%	-2.0%	?	?	i	2.9%	0.9%	20.3%
Cc1cc(N(C)C)c(C#N)c(=O)[nH]1	i	i	0.3%	-0.1%	4.2%[0.369 µM]	16.1%	i	i	2.6%	-1.7%	-6.6%
CC1(C)Cc2c(c(-c3ccccc3)[nH]c(=O)c2C#N)CS1	1.54e-08M*	i	0.8%[25.5 µM]	·	·	·	1.19e-08M*	i	-0.4%[20.6 µM]	·	·
CC(C)N(Cc1nc(-c2ccccc2)no1)C(=O)CCCN1C(=O)c2ccccc2C1=O	i	i	-1.9%	-0.1%	-0.2%	10.8%	i	?	0.0%	-2.5%	-0.1%
Cc1c(NC(=O)C(C)Oc2ncnc3ccccc23)c(=O)n(-c2ccccc2)n1C (stereo unspecified)	?	?	2.3%	-3.2%	-0.6%	-5.9%	i	i	0.0%	-9.7%	0.3%
Cc1ccc(-c2nnn(CC(=O)N(c3ccccc3)C(C(=O)NC3CCCC3)c3ccco3)n2)o1 (stereo unspecified)	i	i	-0.9%	0.0%	0.0%[57.5 µM]	-0.6%	i	i	3.1%	-5.9%	-1.5%
Cc1ccc2nc(SC(C)C(=O)N3CCCC3)[nH]c2c1 (stereo unspecified)	i	i	-1.9%	-5.4%	-1.3%	?	i	i	2.1%	4.8%	7.0%
